PolyA inhibitor – blocks polyadenylation in yeast reporter cells; S. cerevisiae SKY197-pL101 polyadenylation reporter, beta-gal luminescence; efflux-impaired pdr1/pdr3 knockout yeast; score 100 = 6 SD above DMSO; calls only at 12 µM; hit rate 0.02% among 300,000;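 active means lowest replicate activity score at least 50, where 100 means six control SD above control mean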;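 further: yeast exposed to compound for 9 h at 30 °C; higher score means more reporter readthrough which indicates perturbed polyadenylation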
GSK3beta inhib – inhibitors of human GSK3beta kinase; P49841; GST-GSK3beta kinase, ADP-Glo luminescence, 60 min; hits give low values; activity score (negative = inhibition), % at 10 µM; hit rate 0.038% among 300,000; AID 2097;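 active means more than half of replicate wells score below -50%, meaning over 50% inhibition versus plate controls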;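 further: 0% = median DMSO wells and -100% = median GW8510 positive control wells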
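Test system: GST-tagged human GSK3beta kinase, cell-free; evaluation: activity score scaled between in-plate DMSO and GW8510 controls; measured by: ADP-Glo luminescence; incubation: 60 min reaction, RT; benchmarks: DMSO and 20 µM GW8510; reagent: peptide substrate plus 25 µM ATP (final); medium: Tris/MgCl2 kinase buffer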
GSK3A inh – human GSK-3 alpha kinase inhibition | P49840 | ADP-Glo luminescence, 60 min | inhibition, % at 10 µM | hit rate 0.1% among 320,000;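 in the data active means inhibition above about 50%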;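 further: GST-tagged GSK-3 alpha with peptide substrate and 25 µM ATP; 0% = DMSO neutral wells and 100% = GW8510 positive control wells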
Target sequence (P49840 whole entry, looked up): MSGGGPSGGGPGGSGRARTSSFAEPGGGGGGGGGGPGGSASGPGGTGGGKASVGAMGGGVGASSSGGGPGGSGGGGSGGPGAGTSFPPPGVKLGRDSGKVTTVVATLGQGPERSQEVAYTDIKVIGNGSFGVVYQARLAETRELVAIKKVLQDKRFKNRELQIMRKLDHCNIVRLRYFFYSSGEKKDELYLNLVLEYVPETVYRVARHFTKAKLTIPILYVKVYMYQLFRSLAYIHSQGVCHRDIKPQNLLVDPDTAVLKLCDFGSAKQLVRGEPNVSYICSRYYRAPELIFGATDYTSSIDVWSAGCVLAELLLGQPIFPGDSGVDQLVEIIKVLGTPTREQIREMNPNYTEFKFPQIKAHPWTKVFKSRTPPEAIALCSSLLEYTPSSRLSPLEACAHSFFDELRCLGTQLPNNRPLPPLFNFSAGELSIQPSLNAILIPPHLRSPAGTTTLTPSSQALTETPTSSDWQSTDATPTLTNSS
KCNQ1 pot – potentiators or activators of human KCNQ1 potassium channel. P51787. CHO-K1 KCNQ1, thallium flux FluxOR fluorescence; hits give high values. B-score at 10 µM. hit rate 0.35% among 310,000;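 active means fluorescence ratio B-score, a plate-corrected score, at least three library SD, with initial intensity B-score within 5 SD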
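Test system: CHO-K1 cells stably expressing KCNQ1 / Medium: assay buffer / Also added: depolarizing K+/Tl+ stimulus, K2SO4 and Tl2SO4 each 12.5 mM in 5x stock / Incubation: 90 min dye loading and 20 min compound exposure, both at room temperature / Signal: thallium influx via FluxOR fluorescence, kinetic imaging / Evaluation: B score of baseline-normalized fluorescence ratio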
KCNQ1 inh – human KCNQ1 channel inhibition | AID 2642 | hit rate 1.3% among 310,000 | CHO-K1 KCNQ1, FluxOR thallium flux fluorescence; hits give high values | B-score at 10 µM;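 active means compounds whose thallium flux B-score, printed positive for inhibition, exceeds three library SD while starting fluorescence stays within three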;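 further: channel opened by potassium depolarization with thallium stimulus after 20 min compound exposure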
RGS4 pot – potentiators or activators of RGS4. HEK293 M3R/inducible RGS4, carbachol calcium flux Fluo4; hits give low values. B-score at 10 µM. hit rate 0.92% among 310,000. AID 463111;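 active means B-score of the integrated calcium signal more than 4 SD below the library mean, with starting fluorescence not abnormally high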;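 further: negative B-score means reduced calcium response which marks RGS4 activation or potentiation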
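System – HEK293 FlpIn-TREx cells, stable M3R, doxycycline-inducible RGS4 · Reagent – ECmax carbachol challenge · Times – compound preincubation 20 min at room temperature before agonist · Technique – Fluo4 fluorescence kinetic imaging of calcium · Measure – B score of integrated Fluo4 ratio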
KCNK9 inh – inhibitors of human KCNK9 two-pore domain potassium channel; Q9NPC2; hit rate 1.2% among 310,000; B-score at 10 µM; AID 488922; HEK293 KCNK9, FluxOR thallium flux fluorescence; hits give low values;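 active means ratio B-score over 3 SD below the library mean, with starting fluorescence within 5 SD of its mean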;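 further: negative B-score means less thallium flux so channel inhibition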
Target sequence (Q9NPC2 whole entry, looked up, the tested form may be a part): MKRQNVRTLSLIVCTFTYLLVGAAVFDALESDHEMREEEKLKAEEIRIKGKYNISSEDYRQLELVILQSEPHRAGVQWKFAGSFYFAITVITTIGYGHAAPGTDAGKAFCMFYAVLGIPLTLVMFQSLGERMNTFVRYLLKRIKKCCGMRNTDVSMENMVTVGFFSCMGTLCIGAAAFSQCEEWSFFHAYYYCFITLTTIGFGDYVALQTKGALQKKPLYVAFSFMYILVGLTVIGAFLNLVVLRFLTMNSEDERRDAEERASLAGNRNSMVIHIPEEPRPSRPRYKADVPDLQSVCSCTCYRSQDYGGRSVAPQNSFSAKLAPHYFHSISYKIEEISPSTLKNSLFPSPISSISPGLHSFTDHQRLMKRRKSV
hERG protect – shields human hERG channel from block by proarrhythmic agents; CHO-hERG, FluxOR thallium flux, dofetilide IC70 present; AID 1511; hit rate 0.51% among 310,000; activation (rescue from dofetilide block), less the hit threshold, % at 10 µM;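 active means activation above the mean of controls blocked by dofetilide plus 5 SD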;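 further: thallium influx through hERG after potassium depolarization seen as dye fluorescence rise; in these data hits start at about 4.7%; inactives centre near -7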
KCNK3 block – human KCNK3 channel inhibition, primary screen; O14649; CHO-KCNK3 thallium flux, FluxOR fluorescence; hits give low values; B-score at 10 µM; hit rate 0.84% among 340,000; AID 602410;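 active means B-score under library mean minus 4 SD, starting fluorescence ratio at most library mean plus 5 SD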;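 further: more negative B-score means stronger inhibition of thallium flux through KCNK3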
DYRK1A inh – inhibitors of rat Dyrk1A kinase; Q63470; ADP-Glo luminescence, NFATc1 peptide; inhibition, % at 12.5 µM; hit rate 0.43% among 310,000; AID 504441; in the data active means inhibition above about 50%;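 further: plate controls were vehicle with enzyme for no effect and no enzyme for full effect; many of its hits are not listed in these tables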
RGS4 inh – human RGS4 inhibition; hit rate 0.45% among 310,000; HEK293 M3R/RGS4 inducible, Fluo-4 calcium flux; hits give high values; triggered by carbachol at its EC20; B-score at 10 µM;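 active means B-score, a plate-corrected calcium signal, over three deviations above library mean, with baseline fluorescence within five deviations of library mean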;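 further: RGS4 expression induced by doxycycline in cells with stable M3 receptor; B-score is computed from the integrated fluorescence ratio over baseline after carbachol; higher B-score means a larger calcium signal and so more RGS4 inhibition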
Target sequence (P49798 whole entry, looked up): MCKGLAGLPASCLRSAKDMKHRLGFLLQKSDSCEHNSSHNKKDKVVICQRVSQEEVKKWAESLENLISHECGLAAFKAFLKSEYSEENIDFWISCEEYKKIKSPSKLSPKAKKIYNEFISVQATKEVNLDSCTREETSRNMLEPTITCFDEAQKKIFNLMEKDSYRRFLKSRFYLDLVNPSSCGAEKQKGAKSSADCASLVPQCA
Starred values were filed as active, the others as inactive; i = inactive; nt = not tested or not shown.

SMILES	PolyA inhibitor	GSK3beta inhib	GSK3A inh	KCNQ1 pot	KCNQ1 inh	RGS4 pot	KCNK9 inh	hERG protect	KCNK3 block	DYRK1A inh	RGS4 inh
Cc1ccc(C)c(N2CCN(C(=O)c3ccc(NC4=NC5CS(=O)(=O)CC5S4)cc3)CC2)c1 (stereo not given)	i	2	0	i	i	i	i	-10	i	0	i
Cc1cc(C)cc(NC(=S)N2CCC(NC(=O)C3CCCCC3)CC2)c1	i	4	2	i	i	i	i	-6	i	3	i
O=C(CCN1C(=O)/C(=C/c2cccs2)SC1=S)Nc1ccccc1O	i	0	-2	i	i	i	i	-9	i	-4	i
COc1ccc(OC)c(C2C(C(=O)c3ccco3)=C(O)C(=O)N2CC2CCCO2)c1 (stereo not given)	i	1	0	i	i	i	i	-7	i	4	i
Cn1c(-c2cnn(-c3ccccc3)c2-n2cccc2)n[nH]c1=S	i	1	-2	i	i	i	i	-2	i	-1	i
CN(Cc1ccc(Br)cc1)CC(O)COc1cccc(Br)c1 (stereo not given)	i	2	-3	i	i	i	i	-17	i	1	i
COc1ccc(NC(=S)NCCC2=CCCCC2)cc1OC	i	4	-1	i	i	i	i	-3	i	2	i
Cn1c(=O)c2[nH]c(N=NNc3ccccc3F)nc2n(C)c1=O	i	1	2	i	i	i	i	-12	i	2	i
O=C(NCCCN1CCOCC1)c1csc2c1CCCC2	i	0	-1	i	i	i	i	0	i	0	i
CCOc1ccc(C2=NNC(c3cccnc3)=Nc3ccc(OC)cc32)cc1	i	2	-2	i	i	i	i	-8	i	0	i
O=C(NNc1c2ccccc2nc2ccccc12)c1cccc(O)c1	i	3	-1	i	i	i	i	-4	i	11	i
CCOC(=O)C(C)Oc1cccc2c(=O)n(CC(=O)NCc3ccco3)ccc12 (stereo not given)	i	-1	-3	i	i	i	i	-13	i	7	i
OC1CCNC(=S)N1c1ccccc1 (stereo not given)	i	2	0	i	i	i	i	-17	i	5	i
O=S(=O)(N1CCCCC1)N1CCN(c2ccccc2F)CC1	i	-1	3	i	i	i	i	-11	i	-3	i
COc1ccc(CC(=O)Nc2ccc(-c3nc4cc(C)ccc4o3)c(O)c2)cc1OC	i	0	-2	i	i	i	i	-10	i	0	i
COc1cccc(NC(=O)CCc2nc(-c3ccccc3F)no2)c1	i	6	-2	i	i	i	i	-13	i	7	i
CCc1cccc(C)c1NC(=O)N(C)C1CCCCC1	i	-7	-1	i	i	i	i	-8	i	-6	i
COc1ccc(OC)c(C2=NOC(C(=O)N3CCCc4ccccc43)C2)c1 (stereo not given)	i	-2	-1	i	i	i	i	-22	i	3	i
Cc1cc2nn(-c3cccc4ccccc34)nc2cc1NC(=O)c1cccs1	i	-1	-3	i	i	i	i	-14	i	-4	i
CC1(C)OC1COc1c2ccoc2cc2oc(=O)ccc12 (stereo not given)	i	2	0	i	i	i	i	-20	i	37	i
O=C(Nc1ccnn1C1CCN(C(=O)c2ccc(Cl)cc2)CC1)C1CC1	i	1	-4	i	i	i	i	-13	i	1	i
O=C(NCc1cccc(C(F)(F)F)c1)C1CCCN(c2cnccn2)C1 (stereo not given)	i	1	1	i	i	i	i	-6	i	12	i
CCCc1nc(SCC(=O)Nc2nnc(CC)s2)c2c(=O)n(C)c(=O)n(C)c2n1	i	-2	0	i	i	i	i	-6	i	2	i
O=C(CCN1C(=O)c2ccccc2S1(=O)=O)Nc1ccc(Cl)cc1	i	0	-2	i	i	i	i	-3	i	-15	i
CCOC(=O)C1CCN(C(=S)Nc2ccc(CC)cc2)CC1	i	-1	-1	i	i	i	i	-11	i	-6	i
O=C(CSc1ccc(-c2ccc(F)cc2)nn1)N1CCOCC1	i	-4	5	i	i	i	i	-7	i	3	i
CCC(C)NCCOCCOc1ccc(C)cc1Br (stereo not given)	i	-4	-2	i	i	i	i	-15	i	-11	i
Cc1ccccc1OCC(=O)Nc1ccc(N2CCN(S(C)(=O)=O)CC2)cc1	i	1	0	i	i	i	i	-7	i	-1	i
O=C(NC1CCCC1)C(c1ccc(F)cc1)N(C(=O)c1csnn1)c1ccccc1 (stereo not given)	i	-1	-6	i	i	i	i	-1	i	-3	i
Cn1c(=O)[nH]c(=O)c2c1nc(N1CCCCC1)n2CCCSc1nnnn1-c1ccccc1	i	2	11	i	i	i	i	-11	i	3	i
COCCn1c(=N)c(S(=O)(=O)c2ccc(F)cc2)cc2c(=O)n3ccccc3nc21	i	-1	nt	i	i	i	i	-3	i	-2	i
O=C(c1ccc2c(c1)OCCO2)C1CCN(C(=O)Nc2ccc(F)cc2)CC1	i	2	1	i	i	i	i	-3	i	-4	i
CC1(C)OC(=O)N(CC(=O)Nc2cccc(C(F)(F)F)c2)C1(C)O (stereo not given)	i	nt	-2	i	i	i	i	-6	i	nt	i
Cn1c(C(=O)NCCCN2CCCCC2)cc2sccc21	i	2	4	i	i	i	i	-8	i	6	i
COc1ccc(C(=O)NNC(=O)CSc2nnc(COc3ccccc3OC)n2C)cc1	i	4	-2	i	i	i	i	3	i	0	i
Cc1n[nH]c(=O)nc1NCCN(C)C	i	3	-17	i	i	i	i	-3	i	-6	i
Cn1cc(/C=N\NC(=O)c2cccs2)c2ccccc21	i	-4	1	i	i	i	i	-5	i	3	i
COc1ccc(OC)c(NC(=O)CN2C(=O)COc3ccc(C)cc32)c1	i	2	0	i	i	i	i	0	i	nt	i
Fc1ccc(CSc2nc3ncccc3[nH]2)cc1	i	-3	0	i	i	i	i	-16	i	-1	i
O=C(c1ccc(Cl)cc1)N1CCCC(C(=O)N2CCCCC2)C1 (stereo not given)	i	4	-2	i	i	i	i	-8	i	5	i
COc1ccc(C)cc1NC(=O)C(OC(=O)c1cccc(S(=O)(=O)N(C)c2ccccc2)c1)c1ccccc1 (stereo not given)	nt	9	-1	i	i	i	i	-1	i	-5	i
CC(C)(C)c1cn(-c2ccc(Cl)cc2)c(=S)[nH]1	i	2	-2	i	i	i	i	1	i	-9	i
CCCCC(=O)NNC(=S)NC(=O)c1cccc([N+](=O)[O-])c1	i	-3	-3	i	i	i	i	-21	i	7	i
O/N=C(\c1ccccn1)C1CC1c1ccccc1 (stereo not given)	i	1	7	i	i	i	i	-11	i	-8	i
CN(C)CCNC(=S)Nc1ccc(Cl)cc1	i	0	-1	i	i	i	i	-2	i	10	i
COCC(=O)N(Cc1cc2cc(C)ccc2[nH]c1=O)c1cccc(C)c1C	i	nt	-2	i	i	i	i	-7	i	3	i
Cn1[nH]c(C(F)(F)F)c(C=Nc2ccc(Cl)cc2)c1=O	i	-3	2	i	i	i	i	0	i	0	i
Cc1ccc(C(CNC(=O)c2ccco2)N2CCN(C)CC2)cc1 (stereo not given)	i	3	-2	i	i	i	i	-9	i	7	i
O=C(NC(c1cccnc1)C(F)(F)F)c1cc(COc2ccc3c(c2)CCCC3)on1 (stereo not given)	i	2	4	i	16*	-7.1*	i	-16	i	nt	i
CCSC1=NCCN1S(=O)(=O)c1ccc(Cl)cc1	i	0	nt	i	i	i	i	-5	i	-1	i
COc1cc(OC)nc(Oc2ccc(NC(C)=O)cc2)n1	i	1	nt	i	i	i	i	-8	i	-7	i
Cc1cccc2cc(C#N)c(NCCNC(=S)NCCCN3CCOCC3)nc12	i	-1	31	i	i	i	i	-3	i	nt	i
CCN1CCN(C(=O)c2ccc(CNS(=O)(=O)c3cccc(OC)c3)cc2)CC1	i	4	3	i	i	i	i	-9	i	-6	i
CN(C)c1ccc(C2CC(c3cccc(NS(C)(=O)=O)c3)=NN2C(=O)c2ccccc2)cc1 (stereo not given)	i	3	2	i	i	i	i	-5	i	4	i
CC(C)N1C(=O)NC2(c3ccccc3)N(C)C(=O)N(C)C12c1ccccc1 (stereo not given)	i	-2	-3	i	i	i	i	-11	i	-4	i
COCCCNC(=O)c1c(N)n(-c2ccccc2)c2nc3ccccc3nc12	i	-1	4	i	i	i	i	-8	i	nt	i
CCCc1nc2ccccc2c(=O)n1N	i	0	-1	i	i	i	i	-7	i	-4	i
CCCCOC(=O)Nc1ccc(S(=O)(=O)Nc2ncccn2)cc1	i	1	-1	i	i	i	i	-5	i	-4	i
COc1ccc(NC(=O)CCCn2c(=O)c3sccc3n(Cc3ccccc3)c2=O)cc1	i	5	nt	i	i	i	i	-5	i	3	i
Cc1nnc(SCC(=O)NC2CCCCCC2)n1C(C)C	i	-9	-2	i	i	i	i	-5	i	2	i
Other results:
SMILES	PolyA inhibitor	GSK3beta inhib	GSK3A inh	KCNQ1 pot	KCNQ1 inh	RGS4 pot	KCNK9 inh	hERG protect	KCNK3 block	DYRK1A inh	RGS4 inh
Cc1ccccc1CN1C[C@@H]2C[C@@H](c3cn[nH]c3-c3ccccc3)N3CCC[C@@]23C1=O	i	3	0	i	i	i	i	-3	i	-2	i
N#Cc1cc(NCC2CCCO2)c([N+](=O)[O-])cc1C#N (stereo not given)	i	3	2	i	i	i	i	-9	i	5	i
Cc1ccc(C)c(S(=O)(=O)NCc2ccc(C(=O)N3CCN(c4ccccc4)CC3)cc2)c1	nt	1	0	i	i	i	i	-15	i	-3	i
O=C(/C=C/c1ccccc1Cl)Nc1ccccc1	i	-8	-1	i	i	i	i	-8	i	nt	i
Cc1ccc(C(=O)Nc2ccc3c(c2)OCO3)o1	i	-1	5	i	i	i	i	-10	i	-2	i
CSc1ccc(/C=N/NC(=O)CN2CCN(Cc3ccccc3Cl)CC2)cc1	i	0	-1	i	i	i	i	-2	i	1	i
Cc1cc(NC(=O)C2C3C(=O)N(Cc4ccc(Cl)cc4)C(C(=O)NC4CCCCC4)C34C=CC2(C)O4)no1 (stereo not given)	i	-2	-3	i	i	i	i	-7	i	9	i
COc1ccccc1N(C)S(=O)(=O)c1ccc(Cl)c(C(=O)Nc2ccncc2)c1	i	-5	1	i	i	i	i	-16	i	0	i

Reprinted at random: 2 compounds from above, in no set order.
SMILES	PolyA inhibitor	GSK3beta inhib	GSK3A inh	KCNQ1 pot	KCNQ1 inh	RGS4 pot	KCNK9 inh	hERG protect	KCNK3 block	DYRK1A inh	RGS4 inh
CCCCC(=O)NNC(=S)NC(=O)c1cccc([N+](=O)[O-])c1	i	-3	-3	i	i	i	i	-21	i	7	i
CCOC(=O)C(C)Oc1cccc2c(=O)n(CC(=O)NCc3ccco3)ccc12 (stereo not given)	i	-1	-3	i	i	i	i	-13	i	7	i

Some of the compounds tested; count on the stated rates, not on these rows.
